# IL1B secr inh – qHTS for Inhibitors of Inflammasome Signaling: IL-1-beta AlphaLISA Primary Screen; 360,000 tested, 4.7% active; activity change, % at 57.5 µM; THP-1 LPS/ATP IL-1B secretion, AlphaLISA, 16 h; hits give low values; AID 743279, 2014; in the data active = activity change below about -50%; inconclusive = mostly about -30% to -49%; note: % is set by controls: 0 for no effect and ±100 for the full control effect
#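 THP-1 cells pretreated 1 hr with compounds (up to 57.5 uM final), then stimulated with LPS (250 ng/mL final) plus ATP (1.25 mM final); secreted IL-1B measured by AlphaLISA after 16 hr, decreased signal indicating inhibition.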
# A549 viability – Nrf2 qHTS screen for inhibitors: counterscreen for cytotoxicity; A549 ARE-Fluc cells, CellTiter-Fluor viability, 18-24 h; Potency, µM (titrated, usually from 46 µM), inactives show at the highest dose activity change, negative = cytotoxicity, usual class: inhibitors; 390,000 tested, 0.16% active; AID 504648, 2011; note: potency is the fitted concentration of half-maximal effect; % is set by controls: 0 for no effect and ±100 for the full control effect
#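 A549 ARE_Fluc cells in 5% FBS OPTI-MEM were exposed to compounds in concentration-response for 18-24 h at 37 deg C. Viability was read by CellTiter-Fluor fluorescence (Ex 405/Em 525) after 30 min, before the luciferase read.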
# Nrf2 inh – Nrf2 qHTS screen for inhibitors; A549 ARE-Fluc reporter, luciferase luminescence, 18-24 h; Potency, µM (series often up to 46 µM), without a hit: at the highest dose activity change, negative = inhibition, hits mostly inhibitors; 360,000 tested, 2.1% active; AID 504444, 2011; note: potency is the fitted concentration of half-maximal effect; % is set by controls: 0 for no effect and ±100 for the full control effect; nearly all actives have a fitted effect of over 60% in size
#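 Concentration-response testing used A549 ARE_Fluc cells at 5000 cells/well. Following an 18-24 h compound incubation, viability was read by fluorescence (Ex 405/Em 525) and luciferase output by luminescence.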
# ATXN2 expr inh – Primary qHTS for Inhibitors of ATXN expression. 360,000 tested, 0.72% active. HEK-293 ATXN2-luciferase reporter, luminescence, 24 h. Potency, µM (series often up to 57 µM), for the others: at the top dose activity change, negative = inhibition, usual class: inhibitors. AID 1745845, 2022; note: potency is the fitted concentration of half-maximal effect; % is set by controls: 0 for no effect and ±100 for the full control effect; nearly all actives have a fitted effect of over 55% in size
#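 qHTS (up to 57 uM final) was run with 24 h compound exposure of reporter cells at 37 °C. Each well was multiplexed: SteadyGlo luminescence measured ATXN2-luciferase expression after a fluorogenic Gly-Phe-AFC viability readout (25 uM final).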
# S2 tox – Viability Counterscreen for Primary qHTS for Inhibitors of ATXN expression; AID 651635, 2014; S2 cells (HEK-293 line with an ATXN2-luciferase reporter) viability, CellTiter-Fluor protease fluorescence, 24 h; 400,000 tested, 0.49% active; Potency, µM (titrated, usually from 56.7 µM), hits mostly cytotoxic; note: potency is the fitted concentration of half-maximal effect; nearly all actives have a fitted effect of over 40% in size
# Nrf2 activator – qHTS of Nrf2 Activators. AREc32 ARE-luciferase reporter (MCF7-derived line), luminescence, 24 h. Potency, µM (highest dose often 46.1 µM), inactives show at the highest dose activation, usual class: activators. 410,000 tested, 0.31% active; note: potency is the fitted concentration of half-maximal effect; % of control where 0% means no effect; nearly all actives have a fitted effect of over 65% in size
#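 Reporter line AREc32 (ARE-Fluc), seeded overnight in OPTI-MEM with 5% FBS; compound pin-transferred, 24 hr at 37 deg C, 5% CO2; luminescent read-out.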
# TGFb SMAD3 inh – qHTS for Inhibitors of TGF-b; HepG2 CAGA-GFP TGF-b/SMAD3 reporter, GFP fluorescence, 18 h; TGF-beta stimulated, 500 pg/mL final; Potency, µM (series often up to 46.1 µM), without a hit: at the highest dose activity, negative = inhibition, most hits filed as inhibitors; 410,000 tested, 1.2% active; AID 588855, 2011; note: potency is the fitted concentration of half-maximal effect; % is set by controls: 0 for no effect and ±100 for the full control effect; nearly all actives have a fitted effect of over 65% in size
#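 Smad-responsive CAGA-GFP expression was quantified in HEPG2 cells exposed to compounds and 500 pg/mL final TGF-beta for 18 h at 37 degrees C; unstimulated wells defined full inhibition.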
# MCF10A rerep – A quantitative high throughput screen for small molecules that induce DNA re-replication in MCF 10a normal breast cells | MCF 10A DNA re-replication, Hoechst nuclear intensity, 48 h | Potency, µM (titrated, usually from 46.1 µM), for inactives: at the top dose activity, positive = re-replication, hits mostly activators | 350,000 tested, 2.9% active | AID 624296, 2012; note: potency is the fitted concentration of half-maximal effect; % of control where 0% means no effect; nearly all actives have a fitted effect of over 50% in size
# HepG2 viability – qHTS for Inhibitors of TGF-b: Cytotox Counterscreen | HepG2 CAGA-GFP viability, ATP luminescence, 18 h | Potency, µM (doses to about 46.1 µM), inactives show at the highest dose activity change, negative = cytotoxicity, hits mostly cytotoxic | 410,000 tested, 0.76% active; note: potency is the fitted concentration of half-maximal effect; some results filed as inactive show a strong effect at the top dose
#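 HepG2 CAGA-GFP cells (1000/well, DMEM with 1% FBS) received compound, then TGF-beta at 500 pg/mL final, and were incubated 18 hours at 37 degrees C. Viability was read by CellTiter-Glo luminescence. Media-only wells were set as complete cell-killing and DMSO as no toxicity.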
# * hit, by the source's call; i = inactive; ? = inconclusive; / = no result given; & = joins results of further samples; [ ] = remark or other dose. Unless noted, calls come from the whole dose curve; as a rule, active = well fitted curve in the direction sought with a large enough effect; inconclusive = small, poorly fitted or top-dose-only effect, or another doubt; inactive = no such curve, though single readings can be large; an effect the other way counts as inactive or inconclusive.
SMILES,IL1B secr inh,A549 viability,Nrf2 inh,ATXN2 expr inh,S2 tox,Nrf2 activator,TGFb SMAD3 inh,MCF10A rerep,HepG2 viability
CCC(CC)C(=O)Nc1nnc(S(=O)(=O)Nc2ccccc2C)s1,0,0%,-24%,/,i,-0.2%,5%,-10%,-13%
COc1ccccc1N1CCN(C(c2ccc(C)cc2)c2nnnn2C(C)C)CC1 (stereo not given),-4,7%,/,-3%,i,2.2%,-12%,2%,0%
CC1CCC(NS(=O)(=O)c2ccc3c(c2)CC(=O)N3)CC1 (stereo not given),9,1%,-7%,/,i,-0.3%,6%,6%,-1%
Cc1ccc(N(CC(O)Cn2c3ccccc3c3ccccc32)S(C)(=O)=O)c(C)c1 (stereo not given),-72*,?,?,-32%,i,0.4%,?,?,-111%
CCOC(=O)C1=C(C)Nc2sc(C(=O)c3ccc(F)cc3)c(N)c2C1c1ccc(C(=O)OC)cc1 (stereo not given),-10,?,?,7%,i,3.3%,1%,2.6µM*,10%
COc1ccccc1C(=O)Nc1nnc(S(=O)(=O)N2CCCCC2)s1,?,0%&3%,0%&13%,13%,i,-0.4%&6.8%,?,-1%,-12%&-19%
CCCC(=O)c1cc(-c2nc3ccccc3n2C)n(C)c1,-9,-7%,-23%,5%,i,0.3%,-3%,-4%,-3%
Cc1cc(C(=O)N/N=C/c2ccccn2)n[nH]1,4,-3%,-12%,/,?,0.9%,18%,-4%,6%
CC1CCN(CCCN2C(=O)C3C(C(=O)Nc4ccc(Cl)cc4)C4C=CC3(O4)C2C(=O)NC2CCCCC2)CC1 (stereo not given),-22,-10%,4%,-26%,?,-1.3%,7%,-17%,-12%
CCSc1nnc([C@H](Cc2ccccc2)NC(=O)OC(C)(C)C)o1,15,-5%,0%,5%,i,-0.5%,-11%,7%,-42%
O=C(CNC(=O)c1cccc(Br)c1)N/N=C/c1ccc2c(c1)OCO2,25,1%,-9%,9%,i,0.3%,3%,13%,-5%
Nc1nonc1-n1nnc(C(=O)N/N=C/c2ccc(Cl)cc2Cl)c1CN1CCCCC1,20,-11%,-26%,-23%,i,-0.9%,18%,?,1%
CC(Sc1nnc2c(n1)C1CCC2(C)C1(C)C)C(=O)Nc1ccccc1 (stereo not given),-8,-1%,-10%,10%,i,0.2%,-2%,19%,-6%
COc1ccc(C(=O)CSc2nnc(-c3ccccc3)o2)cc1,1,-3%,12%,-14%,i,-1.4%,-10%,10%,-1%
CC(C)(c1ccccc1)c1ccc(OCc2ccc(C(=O)O)o2)cc1,5,-5%,?,52%[activator],i,0.0%,-19%,?,-26%
COc1ccccc1-c1nc(SCC(=O)NCc2ccco2)c2c(=O)n(C)c(=O)n(C)c2n1,18,-6%,-32%,-17%,i,25%,0%,?,-28%
O=C(Nc1cccnc1)c1ccc(Cl)c(Cl)c1,11,-8%,15%,/,i,3.3%,-7%,-2%,-37%
CC(C)(C)n1nc2c(c1NC(=O)c1ccco1)CS(=O)C2 (stereo not given),2,9%,-4%,-2%,i,0.4%,-1%,-2%,0%
COc1cccc(NS(=O)(=O)CC23CCC(CC2=O)C3(C)C)c1 (stereo not given),17,-19%,-29%,1%,i,-0.5%,2%,2%,-25%
O=C(NCc1ccccc1)c1nc[nH]c1C(=O)NCc1ccccc1,-16,2%,-13%,-5%,i,0.0%,-2%,3%,-11%
NC(=O)c1nsc(C(=O)N(Cc2ccco2)C(C(=O)NCC2CCCO2)c2ccc(F)cc2)c1N (stereo not given),-1,2%,-4%,-7%,i,0.1%,12%,9%,7%
CCSc1nnc(-c2cccc(S(=O)(=O)N(CC)CC)c2)n1Cc1ccccc1,-26,7%,15%,-26%,?,-0.5%,-20%,?,-16%
CCN(CC)c1ccc(C=N/C(C#N)=C(\N)C#N)cc1,-1,-14%,24%,10%,i,3.4%,2%,1%,-3%
CC(C)(C)C(=O)Nc1cc2c3c(c1)CCN3C(=O)CC2,5,5%,6%,5%,i,-0.4%,6%,-3%,8%
Cc1ccc(S(=O)(=O)Nc2c(C)n(C)n(-c3ccccc3)c2=O)cc1C(=O)NCc1ccco1,-10,-5%,-21%,1%,i,-0.4%,4%,31%,-1%

# The final two records of the section before come first, to join the parts:
SMILES,IL1B secr inh,A549 viability,Nrf2 inh,ATXN2 expr inh,S2 tox,Nrf2 activator,TGFb SMAD3 inh,MCF10A rerep,HepG2 viability
CC(C)(C)C(=O)Nc1cc2c3c(c1)CCN3C(=O)CC2,5,5%,6%,5%,i,-0.4%,6%,-3%,8%
Cc1ccc(S(=O)(=O)Nc2c(C)n(C)n(-c3ccccc3)c2=O)cc1C(=O)NCc1ccco1,-10,-5%,-21%,1%,i,-0.4%,4%,31%,-1%
Nn1c(SCC(=O)NC(=O)NC2CCCC2)nnc1-c1ccccc1F,20,-4%,3%,-4%,i,0.4%,-31%,-8%,2%
COc1ccc(S(=O)(=O)N2CCOCC2)cc1NC(=O)c1ccncc1,-4,-1%,11%,/,i,0.4%,17%,0%,9%
O=C(CN1CCN(Cc2ccccc2)CC1)N/N=C/C=C/c1ccccc1[N+](=O)[O-],-2,-4%,8%,5%,i,3.8%,-13%,18%,-5%
Cc1ccc(CN2COc3ccc4c(C)cc(=O)oc4c3C2)cc1,/,-6%,12%,-7%,i,-1.2%,32%,/,-6%
O=C(O)c1ccc(CNCc2cccc(Cl)c2Cl)cc1,0,7%,/,-7%,i,-0.9%,-16%,-20%,-18%
CCCN(CCC)CC(O)Cn1cc(/C=C/C(=O)c2cccs2)c2ccccc21 (stereo not given),-104*,-4%,19%,-5%,i,30%,-21%,?,-20%
O=c1cc(O)c2c(=O)n(-c3ccccc3)c3c(c2o1)CCCCC3,18,?,-21%,-3%,i,0.3%,0%,?,-7%
Cc1cc(Nc2c(C)n(C)n(-c3ccccc3)c2=O)n2c(nc3ccccc32)c1C#N,5,-12%,-21%,-14%,?,0.0%,17%,2%,14%
Cc1ccc(C(=O)N2CCC3CC2c2cc(-c4ccc5c(c4)OCO5)ccc23)cc1 (stereo not given),3,6%,-9%,-9%,i,7.7%,?,?,-6%
CCOc1ccc(-n2c(SCC(=O)NC3CCS(=O)(=O)C3)nnc2-c2cccnc2)cc1 (stereo not given),-3,-5%,-11%,1%,i,-0.6%,-6%,5%,9%
COc1ccc(C)cc1NC(=O)CN1CCN(S(=O)(=O)c2ccc(C(C)C)cc2)CC1,-17,-2%,/,3%,i,0.0%,-29%,?,-12%
O=C(O)c1cccc(N/N=C/c2cn(-c3ccccc3)nc2-c2cccs2)c1,5,-7%,?,111%[activator],i,9.2%,1%,?,-19%
COc1cccc(C2c3[nH]c4ccccc4c3CCN2Cc2cnn(C)c2)c1 (stereo not given),-13,-2%,3%,9%,i,5.9%,-11%,-9%,-24%
CCSc1nnc2c(n1)OC(c1sccc1C)N(C(C)=O)c1ccccc1-2 (stereo not given),/,-9%,?,-33%,i,0.6%,?,/,-12%
Cc1cccc(Cn2c(N3CCN(CCO)CC3)nc3c2c(=O)[nH]c(=O)n3C)c1,-12,5%,-20%,/,i,-0.1%,1%,-4%,-9%

# Grouped by structure, the compounds so far containing an aryl methoxy group (8)
SMILES,IL1B secr inh,A549 viability,Nrf2 inh,ATXN2 expr inh,S2 tox,Nrf2 activator,TGFb SMAD3 inh,MCF10A rerep,HepG2 viability
COc1ccccc1N1CCN(C(c2ccc(C)cc2)c2nnnn2C(C)C)CC1 (stereo not given),-4,7%,/,-3%,i,2.2%,-12%,2%,0%
COc1ccccc1C(=O)Nc1nnc(S(=O)(=O)N2CCCCC2)s1,?,0%&3%,0%&13%,13%,i,-0.4%&6.8%,?,-1%,-12%&-19%
COc1ccc(C(=O)CSc2nnc(-c3ccccc3)o2)cc1,1,-3%,12%,-14%,i,-1.4%,-10%,10%,-1%
COc1ccccc1-c1nc(SCC(=O)NCc2ccco2)c2c(=O)n(C)c(=O)n(C)c2n1,18,-6%,-32%,-17%,i,25%,0%,?,-28%
COc1cccc(NS(=O)(=O)CC23CCC(CC2=O)C3(C)C)c1 (stereo not given),17,-19%,-29%,1%,i,-0.5%,2%,2%,-25%
COc1ccc(S(=O)(=O)N2CCOCC2)cc1NC(=O)c1ccncc1,-4,-1%,11%,/,i,0.4%,17%,0%,9%
COc1ccc(C)cc1NC(=O)CN1CCN(S(=O)(=O)c2ccc(C(C)C)cc2)CC1,-17,-2%,/,3%,i,0.0%,-29%,?,-12%
COc1cccc(C2c3[nH]c4ccccc4c3CCN2Cc2cnn(C)c2)c1 (stereo not given),-13,-2%,3%,9%,i,5.9%,-11%,-9%,-24%

# Rows are unselected; any-hit rate near 8.8%.
